CHOP inh: blocks CHOP induction under ER stress. CHO-K1 CHOP-promoter luciferase, tunicamycin-induced, 15-18 h. inhibition, % at 10 µM. 3.8% of 220,000 active. AID 2732;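 active means compounds that reduced the stress-induced luciferase reporter signal by more than about 70% of percent inhibition, limit read from the data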;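 further: 0% = tunicamycin plus vehicle and 100% = wells without tunicamycin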
NPY Y1 blocker: blocks the human neuropeptide Y Y1 receptor. P25929. HEK293-CNG Y1 cells, membrane potential fluorescence; NPY at EC95, then isoproterenol. inhibition, % at 3.6 µM. 1% of 200,000 active. AID 1040;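 active means inhibition above the campaign mean inhibition of all tested compounds plus 3 SD, cut at about 20% in these data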;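 further: 0% = DMSO wells given NPY plus isoproterenol and 100% = isoproterenol alone without NPY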
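Material: HEK293 cells with Y1 receptor plus CNG channel; times: compound incubation 1 h at room temperature, readout 45 min post-stimulation; signal: fluorescence, membrane potential probe; read-out basis: fluorescence ratio normalized to % inhibition between controls; benchmarks: full-block control isoproterenol-only wells, zero-block control NPY plus isoproterenol wells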
zfTRPN1 agonist: agonists of zebrafish TRPN1 channel; HEK293 zebrafish TRPN1-YFP, Fluo-8 calcium fluorescence; 100% = response to 87 µM carbachol; activation, % at 3 µM; 0.18% of 220,000 active; AID 1424;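 active means activation above its plate's cutoff, the mean activation of test wells on that plate plus 3 SD, cut at about 19% in these data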;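 further: 0% = DMSO alone and 100% = 87 µM carbachol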
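Material: zebrafish TRPN1-YFP in HEK293 cells. Doses: one dose of 3 µM, 0.3% DMSO. Incubation: dye 1 h 37 °C plus 30 min RT. Measured by: intracellular calcium fluorescence with Fluo-8.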
PPC-1+TRAIL kill: PPC-1 cancer cell killing with TRAIL present | cell killing (% activity), % at 4 µM | AID 1443 | 0.41% of 220,000 active | PPC-1 cells + TRAIL, ATPLite viability luminescence;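 active means cell killing above 50% in the first pass at 4 µM, then a duplicate retest at 5 µM averaging 50% or more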;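 further: plate controls were cells with TRAIL plus DMSO for no effect and medium-only wells lacking cells for full effect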
EP2 antag: EP2 receptor (human) inhibition. P43116. C6 glioma cells expressing human EP2, cAMP TR-FRET; cells stimulated with saturating PGE2. inhibition, % at 25 µM. 0.52% of 260,000 active. AID 1422;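 active means percent inhibition above 40 after rounding to a whole number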;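 further: rat C6 glioma host cells with rolipram phosphodiesterase inhibitor present; the protocol text gives 20 µM as final concentration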
EP2 modulator: EP2 receptor (human) modulation; EP2-expressing cells, cAMP HTRF FRET, PGE2 co-stimulation; AID 940; induction, % at 25 µM; 0.83% of 260,000 active;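 active means compounds whose cAMP rise, as percent of the full-agonist control response, exceeds 60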;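 further: rat C6 glioma line stably carrying human EP2 under a CMV promoter; the protocol text gives 20 µM as final concentration; 100% = response of wells given 1 µM PGE2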
NPY1 pot ag: human NPY-Y1 potentiation or agonism, primary screen. AID 1304. activation, % at 3.6 µM. NPY-Y1 expressing cells, potentiator/agonist activation. 0.37% of 220,000 active. P25929; in the data active means activation above about 33%, passing the limit was not always enough;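 further: cells stimulated with NPY at EC10 then isoproterenol at EC100; 0% = low agonist plus stimulus and 100% = saturating agonist plus stimulus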
14-3-3 Bad PPI: disrupts binding of bovine 14-3-3 zeta to phospho-Bad peptide | P63103 | TR-FRET 14-3-3zeta/Dy647-pBad peptide displacement, 1 h | inhibition, % at 21.7 µM | 0.71% of 220,000 active;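 active means inhibition above about 70%, limit read from the data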;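 further: 0% = full 14-3-3 plus peptide FRET controls and 100% = background without 14-3-3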
Target sequence (P63103 whole entry, looked up): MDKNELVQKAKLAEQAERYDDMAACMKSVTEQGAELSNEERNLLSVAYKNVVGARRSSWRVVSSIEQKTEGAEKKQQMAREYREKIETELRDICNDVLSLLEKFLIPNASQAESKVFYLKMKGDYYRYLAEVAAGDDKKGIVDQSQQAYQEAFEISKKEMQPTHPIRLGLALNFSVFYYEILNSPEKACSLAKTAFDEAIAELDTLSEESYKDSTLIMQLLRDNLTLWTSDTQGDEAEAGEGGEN
TRPML3 agonist: human mucolipin-3 channel agonism; HEK293 TRPML3-YFP, Fluo-8 calcium fluorescence; 100% = the carbachol control signal; activation, % at 3 µM; 0.29% of 220,000 active; AID 1448;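 active means activation above its plate's cutoff, the mean activation of the plate's test wells plus 3 SD, cut at about 12% in these data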;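 further: 0% = DMSO only wells and 100% = carbachol wells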
Target sequence (Q8TDD5 whole entry, looked up): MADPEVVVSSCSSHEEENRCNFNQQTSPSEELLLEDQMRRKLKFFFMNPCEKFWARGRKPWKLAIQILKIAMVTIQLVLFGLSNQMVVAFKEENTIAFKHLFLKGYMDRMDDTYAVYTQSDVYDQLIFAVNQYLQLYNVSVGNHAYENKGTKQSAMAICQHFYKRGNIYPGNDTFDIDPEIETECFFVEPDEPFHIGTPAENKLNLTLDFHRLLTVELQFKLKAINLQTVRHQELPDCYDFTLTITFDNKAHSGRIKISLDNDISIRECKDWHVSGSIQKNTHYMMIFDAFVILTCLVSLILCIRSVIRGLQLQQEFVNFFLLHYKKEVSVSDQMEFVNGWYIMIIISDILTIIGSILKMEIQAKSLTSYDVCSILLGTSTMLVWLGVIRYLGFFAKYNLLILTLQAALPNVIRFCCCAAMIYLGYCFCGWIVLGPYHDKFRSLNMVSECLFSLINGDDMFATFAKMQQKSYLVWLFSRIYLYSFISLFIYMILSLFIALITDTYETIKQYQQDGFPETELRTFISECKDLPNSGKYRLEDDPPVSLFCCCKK
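Test system: TRPML3-YFP stable HEK293 cells. Doses: single point at 3 µM. Incubation: dye loading 1 h 37 °C then 30 min ambient, 125 s read. Signal: Fluo-8 calcium dye fluorescence, ex 470-495, em 515-575 nm. Measure: percent activation from peak-to-basal fluorescence ratio, scaled between DMSO and carbachol.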
* marks the source's active call; other numbers are inactive results; x = no result given; & = joins results of further samples; [ ] = remark or other dose. A portion of the library; the hit share may differ from the screen's.

SMILES	CHOP inh	NPY Y1 blocker	zfTRPN1 agonist	PPC-1+TRAIL kill	EP2 antag	EP2 modulator	NPY1 pot ag	14-3-3 Bad PPI	TRPML3 agonist
NS(=O)(=O)c1ccc(CCNC(=O)CCCn2c(SCC(=O)N3CCCC3)nc3ccsc3c2=O)cc1	2	-2	0.2	-6	6	10	-3	-12	0.9
CCCC(=O)NCCSC	-22	-2	-2.5	1	13	-6	6	7	1.0
O=C(Nc1ccccc1)C1=C[C@H](C2CCCCC2)C[C@H](OCc2ccc(CO)cc2)O1	11	-1	0.8	-8	4	21	10	2	-0.4
COCCNC(=O)COc1cc(=O)n(C)c2ccccc12	21	2	0.8	12	6	-4	-3	4	0.8
c1ccc(SCc2nc3ccccc3[nH]2)nc1	-17	-2	-0.5	17	7	-8	14	6	-0.1
COC(=O)CNC(=O)C1Cc2ccccc2CN1S(=O)(=O)c1cccs1 (centres undefined)	11	x	1.1	2	12	22	17	3	0.1
CCOC(=O)c1c(C)[nH]c(NC(=O)N2CCOCC2)c1C	28	-2	0.9	-17	9	-5	1	-13	0.8
Cc1ccc2nc(C(Cl)(Cl)Cl)nc(N/N=C/c3ccncc3)c2c1	72*	4	0.5	18	6	-14	18	-22	0.8
Cc1cc(C)nc(N2CCCC(C(=O)NC3CCCC3)C2)n1 (centres undefined)	2	2	-0.4	16	7	18	7	4[fluorescence artefact?]	-0.5
Cc1ccc(C(=O)Nc2sc3c(c2C#N)CCCCC3)cc1C	25	5	0.8	13	4	-42	-24	-2	0.4
O=C(CCCOc1ccc(Cl)cc1Cl)Nc1ccncc1	25	0	2.5	8	12	-23	-1	51	1.9
O=C(NCCC1=CCCCC1)c1ccc(Br)o1	38	0	-1.9	30	6	-12	-4	-10	0.0
COC(=O)Cc1c(C)c2ccc(OC(=O)c3ccco3)cc2oc1=O	23	-5	0.7	-7	11	38	-8	10	0.2
Cc1nccc(-c2ccc(-n3c(C)ccc3C)cc2)n1	-11	5	-0.3	24	5	-21	-3	1	0.6
O=C(NC(=S)N1CCCCC1)c1csc([N+](=O)[O-])c1	-6	x	0.9	1	10	2	11	3	0.8
Cc1ccccc1CNc1ccc(C(CC(N)=O)NC(=O)c2ccc(Br)cc2)cc1[N+](=O)[O-] (centres undefined)	103*	x	x	4	18	-5	x	4	x
O=C(Nc1ccc(O)cc1)c1cc2n(n1)C(C(F)(F)F)CC(c1ccco1)N2 (centres undefined)	7	2	7.2	3	10	-11	31	18[fluorescence artefact?]	3.8
CCNS(=O)(=O)c1ccc(NC(=O)Nc2cccc(OC)c2)cc1	-11	-4	0.9	23	10	-39	13	21	0.0
CCN1CCN(S(=O)(=O)c2ccc(Oc3ccccc3OC)cc2)CC1	8	-3	3.0	10	10	-29	3	-2	3.1
COCCn1c(C)cc(C(=O)CN2C(=O)NC3(CCCCCCC3)C2=O)c1C	24	-10	1.0	2	6	4	0	-3	0.0
COc1cccc(N2CCN(c3ncnc4c3cnn4-c3ccc(C)cc3C)CC2)c1	98*	5	5.3	21	23	-10	3	-5	2.1
CCOC(=O)c1sc2c(c1C)C(c1cccs1)C1=C(CCCC1=O)N2 (centres undefined)	21	-5	6.5	-19	19	-48	7	6[fluorescence artefact?]	2.7
COc1cccc(OCCSc2nnc3sc4ccccc4n23)c1	22	6	-0.4	34	10	-22	-28	8	-1.1
O=C(NCCCl)Nc1cccc(Br)c1	0	2	0.1	3	5	-19	0	-2	1.1
N#CCO/N=C(\c1ccccc1)c1ccncc1	31	3	0.0	-14	5	1	12	1	-0.5

Of the compounds above, two have an NH in an aromatic ring:
SMILES	CHOP inh	NPY Y1 blocker	zfTRPN1 agonist	PPC-1+TRAIL kill	EP2 antag	EP2 modulator	NPY1 pot ag	14-3-3 Bad PPI	TRPML3 agonist
c1ccc(SCc2nc3ccccc3[nH]2)nc1	-17	-2	-0.5	17	7	-8	14	6	-0.1
CCOC(=O)c1c(C)[nH]c(NC(=O)N2CCOCC2)c1C	28	-2	0.9	-17	9	-5	1	-13	0.8

Part of the list above, comma-delimited:
smiles,CHOP inh,NPY Y1 blocker,zfTRPN1 agonist,PPC-1+TRAIL kill,EP2 antag,EP2 modulator,NPY1 pot ag,14-3-3 Bad PPI,TRPML3 agonist
O=C(Nc1ccccc1)C1=C[C@H](C2CCCCC2)C[C@H](OCc2ccc(CO)cc2)O1,11,-1,0.8,-8,4,21,10,2,-0.4
COCCNC(=O)COc1cc(=O)n(C)c2ccccc12,21,2,0.8,12,6,-4,-3,4,0.8

Further entries follow.
SMILES	CHOP inh	NPY Y1 blocker	zfTRPN1 agonist	PPC-1+TRAIL kill	EP2 antag	EP2 modulator	NPY1 pot ag	14-3-3 Bad PPI	TRPML3 agonist
COc1ccc(N2CCN(S(=O)(=O)c3ccc(C(=O)NC4CCCC4)cc3)CC2)cc1	9	1	0.6	22	1	-17	-18	-11	0.5
O=C(CSc1nc(-c2ccc(F)cc2)cc(C(F)(F)F)n1)Nc1ccc2c(c1)OCO2	73*	2	-0.6	12	14&7	4&-16	-12	-3[fluorescence artefact?]	0.7
CC1CCCC(C)N1CCCNC(=O)c1cc2c(=O)n(C)c3ccccc3c2n1C (centres undefined)	27	-4	0.9	26	2	-16	20	10	1.0
CC(=O)NCC1(O)CCCC(C)C1 (centres undefined)	-11	x	1.1	0	7	-9	-12	-1	1.1
C/C(=N\NC(=O)CSc1nc2ccccc2o1)c1ccc(O)cc1	13	5	0.2	7	5	-36	-3	-21	0.5
CCNC(=O)O/N=C(\C)c1sc(-c2ccc(Cl)cc2)nc1C	-19	3	0.7	16	7	-14	3	-11	-1.0
CCC(C)[C@H](NC(=O)OC(C)(C)C)C(=O)N/N=C/c1ccc2cc(OC)ccc2n1 (some centres undefined)	35	5	-0.2	19	14	10	-4	-5	-0.3
O=[n+]1cc(-c2ccc(Cl)cc2)n([O-])c2c1CCCCC2	10	2	-1.1	30	1	2	-3	-2	1.5
CCOC(=O)c1c(NC(=S)NC(=O)/C=C/c2cccs2)sc(C)c1C	-2	3	1.7	-13	9	-6	-9	13	0.8
CCOC(=O)C1(Cc2cccc(F)c2)CCN(C(=O)Cn2cnnn2)CC1	-13	x	0.8	26	6	-12	3	2	0.4
Cc1nn(C)cc1/C=N\NC(=O)c1ccc2c(c1)c(C)c(C)n2Cc1ccccc1	41	-4	2.1	21	17	-7	-13	-23	-0.5
c1ccc(-c2cc3nccc(-c4ccccn4)n3n2)cc1	-11	1	-0.9	-9	8	24	-14	0[fluorescence artefact?]	0.2

Quoted from the listing:
Result for CCCC(=O)NCCSC in EP2 antag: 13
Result for COC(=O)CNC(=O)C1Cc2ccccc2CN1S(=O)(=O)c1cccs1 (centres undefined) in EP2 antag: 12
Result for CCOC(=O)c1c(C)[nH]c(NC(=O)N2CCOCC2)c1C in NPY1 pot ag: 1
Result for CCNC(=O)O/N=C(\C)c1sc(-c2ccc(Cl)cc2)nc1C in NPY Y1 blocker: 3
Result for C/C(=N\NC(=O)CSc1nc2ccccc2o1)c1ccc(O)cc1 in 14-3-3 Bad PPI: -21

From PubChem
